Assay outcomes as filed in PubChem BioAssay.
Tb PGK inh: T. brucei PGK inhibition | P07378 | Potency, µM (top dose mostly 57.5 µM), without a hit: at the highest dose activity change, negative = inhibition, usual class: inhibitors | AID 602233 | 380,000 tested, 0.043% active | PGK/GAPDH coupled, Kinase-Glo luminescence, 60 min; further: potency means the concentration at half of the fitted maximal effect; on the % scale 0 is the no-effect control and ±100 the full control effect; nearly all actives have a fitted effect of over 60% in size
Target sequence (P07378 whole entry, looked up): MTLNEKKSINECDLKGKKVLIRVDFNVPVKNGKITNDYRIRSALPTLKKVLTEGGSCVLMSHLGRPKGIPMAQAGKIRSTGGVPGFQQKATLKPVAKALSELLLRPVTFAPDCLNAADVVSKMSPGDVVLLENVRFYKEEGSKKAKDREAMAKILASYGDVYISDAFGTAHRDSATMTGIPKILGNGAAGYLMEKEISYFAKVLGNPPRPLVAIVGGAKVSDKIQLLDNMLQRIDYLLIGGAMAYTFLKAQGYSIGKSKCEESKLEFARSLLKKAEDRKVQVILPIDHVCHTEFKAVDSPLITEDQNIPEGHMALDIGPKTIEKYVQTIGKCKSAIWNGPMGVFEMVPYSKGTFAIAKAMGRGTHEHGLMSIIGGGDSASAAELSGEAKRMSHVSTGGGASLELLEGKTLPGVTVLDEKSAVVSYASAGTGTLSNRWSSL
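Luminescent ATP detection (Kinase-Glo Plus) follows a 60-minute room-temperature incubation, with wells lacking PGK as controls. Buffer: 100 mM TEA (pH 7.6), 5 mM MgCl2, 0.01% Tween-20. Coupling enzyme GAPDH (100 nM final) supplies unstable 1,3-BPG in-well.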
G9a block: inhibitors of human histone lysine methyltransferase G9a. Q96KQ7. G9a H3K9 monomethylation, AlphaScreen, 2 h. Potency, µM (top dose mostly 102 µM), without a hit: at the highest dose activity, negative = inhibition, actives largely listed as inhibitors. 350,000 tested, 8.8% active; further: potency means the concentration at half of the fitted maximal effect; on the % scale 0 is the no-effect control and ±100 the full control effect; nearly all actives have a fitted effect of over 75% in size
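Using a bead-based AlphaScreen, monomethylated H3K9 product from 2 h room-temperature reactions (G9a 20 nM, peptide 500 nM, SAM 20 uM) was detected with 0.5 ug/mL rabbit anti-H3K9me1 antibody.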
JMJD2A Tudor inh: inhibitors of human JMJD2A Tudor domain | AID 504339 | O75164 | AlphaScreen JMJD2A-Tudor / H3K4me3 peptide binding | Potency, µM (top dose mostly 114 µM), without a hit: top-dose activity change, negative = inhibition, actives largely listed as inhibitors | 390,000 tested, 4.4% active; further: potency means the concentration at half of the fitted maximal effect; on the % scale 0 is the no-effect control and ±100 the full control effect; nearly all actives have a fitted effect of over 50% in size
GLS inh: inhibitors of human glutaminase (GLS). O94925. GLS enzymatic activity, qHTS titration. Potency, µM (series often up to 45.5 µM), for inactives: top-dose activity change, negative = inhibition, usual class: inhibitors. 410,000 tested, 0.21% active; further: potency means the concentration at half of the fitted maximal effect; on the % scale 0 is the no-effect control and ±100 the full control effect
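Assay buffer: 45 mM KH2PO4 pH 8.2, 0.02% Tween-20. hKGA acts on L-glutamine (1 mM solution added); product glutamate is reported by an oxidase/peroxidase Amplex Red coupling, with fluorescence taken at baseline and 30 min.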
ERG Ets-DNA blk: blocks human ERG Ets domain binding to DNA | AID 624246 | 370,000 tested, 0.028% active | Potency, µM (titrated, usually from 76.9 µM), inactives show top-dose FP activity, negative = inhibition, most hits filed as inhibitors | fluorescence polarization, His-ERG Ets domain / labelled DNA; active means well fitted inhibition curve with a large enough effect in the polarisation, with a control signal flat; inconclusive means small, poorly fitted or top-dose-only effect, or effect the other way, or a change in a side signal; inactive means no such curve, though single readings can be large or run the other way; the % refers to the polarisation;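 further: polarization taken with two DNA probes labelled with fluorescein and Texas red; potency means the concentration at half of the fitted maximal effect; % of control where 0% means no effect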
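His-tagged ERG Ets domain (1 uM in the protein solution; 300mM KCl, 50mM Tris-HCl, 1mM EDTA, 1mM DTT, pH 7.5) received compound, then a probe mix of 5 nM fluorescein-DNA and 100nM Texas-615-DNA. Fluorescence polarization was read for both dyes.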
Pin1 inhibitor: blocks the human prolyl isomerase Pin1. Q13526. Pin1 FP peptide displacement, HiFluor488, 10 min. Potency, µM (highest dose often 115 µM), without a hit: at the highest dose activity, negative = inhibition, hits mostly inhibitors. 390,000 tested, 0.009% active. AID 504891; active means well fitted inhibition curve with a large enough effect in the polarisation, with a control signal flat, not every such curve was filed as active; inconclusive means small, poorly fitted or top-dose-only effect, or effect the other way, or a change in a side signal; inactive means no such curve, though single readings can be large or run the other way; the % refers to the polarisation; further: potency means the concentration at half of the fitted maximal effect; on the % scale 0 is the no-effect control and ±100 the full control effect
Target sequence (Q13526 whole entry, looked up): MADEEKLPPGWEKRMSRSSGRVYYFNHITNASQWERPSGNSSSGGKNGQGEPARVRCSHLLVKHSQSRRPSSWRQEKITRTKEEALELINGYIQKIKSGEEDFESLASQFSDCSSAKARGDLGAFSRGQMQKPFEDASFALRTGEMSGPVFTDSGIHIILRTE
PI4K2A inh: blocks human PI4K2A kinase activity; Q9BTU6; purified PI4K2A, ADP-Glo luminescence, 1 h; active compounds read low; activity change, negative = inhibition, % at 76.9 µM; 420,000 tested, 0.13% active; AID 1346378; in the data active means activity change below about -50%; inconclusive means mostly about -30% to -49%;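 further: -100% = wells without enzyme as full effect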
Target sequence (Q9BTU6 whole entry, looked up): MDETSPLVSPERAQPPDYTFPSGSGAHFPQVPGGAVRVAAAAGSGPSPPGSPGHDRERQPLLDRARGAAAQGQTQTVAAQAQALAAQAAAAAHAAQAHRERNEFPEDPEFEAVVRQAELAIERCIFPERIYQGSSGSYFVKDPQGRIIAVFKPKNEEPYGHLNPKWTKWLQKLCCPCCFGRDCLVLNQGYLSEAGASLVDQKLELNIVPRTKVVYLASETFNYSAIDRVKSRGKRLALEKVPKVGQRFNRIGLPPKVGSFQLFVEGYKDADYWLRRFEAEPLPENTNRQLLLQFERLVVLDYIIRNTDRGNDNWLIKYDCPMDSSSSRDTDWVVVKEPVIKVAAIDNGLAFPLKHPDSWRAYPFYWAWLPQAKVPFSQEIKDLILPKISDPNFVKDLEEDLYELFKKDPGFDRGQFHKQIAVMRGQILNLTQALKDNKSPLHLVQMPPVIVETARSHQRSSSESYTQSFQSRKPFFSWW
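Compounds are screened against recombinant PI4K2A using PI as substrate and ATP, the latter dispensed at 300 microM. Reactions run one hour at ambient temperature before ADP-Glo detection; full inhibition defined by wells lacking enzyme.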
HP1b binding inh: blocks HP1-beta chromodomain binding to methylated histone tails; P83916; AlphaScreen HP1-beta / biotin-H3K9me3 peptide binding; Potency, µM (series often up to 114 µM), for inactives: top-dose activity change, negative = inhibition, usual class: inhibitors; 390,000 tested, 0.56% active; further: potency means the concentration at half of the fitted maximal effect; nearly all actives have a fitted effect of over 70% in size; inactives centre near 23
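AlphaScreen: HP1-beta (50 nM) preformed 30 min with biotin-H3(1-18)K9me3 peptide (50 nM) in PBS pH 7.4, 0.01% Tween-20. Compound added for 30 min at RT, then streptavidin donor/nickel chelate acceptor beads (10 ug/mL) for 30 min.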
BAZ2B block: blocks human BAZ2B | AlphaScreen BAZ2B-H3K14Ac peptide displacement | AID 504333 | Potency, µM (highest dose often 114 µM), without a hit: at the highest dose activity change, negative = inhibition, usual class: inhibitors | 360,000 tested, 4.4% active | Q9UIF8; further: potency means the concentration at half of the fitted maximal effect; on the % scale 0 is the no-effect control and ±100 the full control effect; nearly all actives have a fitted effect of over 60% in size
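Compounds, titrated to a top concentration of 110 uM, were incubated 30 min at room temperature with preformed BAZ2B/acetyl-K14 H3 peptide complex (50 nM each). Proximity signal was measured by AlphaScreen after 20 min with beads.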
* hit, by the source's call; i = inactive; ? = inconclusive; . = no result given; [ ] = dose if it differs, or a comment. Unless noted, the call rests on the fitted dose curve; in most records, active means well fitted curve in the direction sought with a large enough effect; inconclusive means small, poorly fitted or top-dose-only effect, or another doubt; inactive means no such curve, though single readings can be large; an effect the other way counts as inactive or inconclusive.

SMILES	Tb PGK inh	G9a block	JMJD2A Tudor inh	GLS inh	ERG Ets-DNA blk	Pin1 inhibitor	PI4K2A inh	HP1b binding inh	BAZ2B block
O=C(Nc1ccc(N2CCN(C(=O)c3ccco3)CC2)cc1)c1ccccc1	i	-3%	-2%	5%	1%	4%	4	24%	-12%
CCS(=O)(=O)Nc1cccc(C2=NN(C(=O)c3ccco3)C(c3ccco3)C2)c1 (stereo unspecified)	-9%	?	-17%	1%	4%	?	-9	-7%	-24%
CCc1ccc(Nc2nnc(SCC(=O)Nc3sccc3C(N)=O)s2)cc1	-3%	11µM*	-33%	12%	-9%	32%[activator]	-8	0%	?
CSc1ncc2c(n1)-c1ccccc1N(Cc1ccccc1)S2(=O)=O	-2%	38%[59 µM]	59%[activator]	2%	-1%	55%[activator]	1	90%[activator]	32%[activator]
Cc1ccc(S(=O)(=O)n2nc(OC(=O)c3cccc(F)c3)cc2N)cc1	-1%	?	-14%	-26%	3%	3%	46	34%	-16%
CCOC(=O)c1c(NC(=O)c2ccccc2)sc2c(O)c(CN(CC)CC)ccc12	-9%	50µM*	-22%	-3%	4%	-1%	5	-5%	-8%
O=C(NCc1cccnc1)C(=O)NC1CCCCC1	1%	4%[0.501 µM]	-3%	-3%	2%	0%	-2	5%	5%
CN1CCN(C2=NC(=O)/C(=C/c3ccccc3OS(=O)(=O)c3ccccc3)S2)CC1	-4%	45µM*	-13%	7%	5%	-9%	4	-1%	-14%
COc1ccc(CNC(=O)C/C(C)=N/NC(=O)C23CC4CC(CC(C4)C2)C3)cc1	-2%	1%	2%[11.4 µM]	0%	5%	-6%	1	-22%	-14%
COC(=O)c1cccc(NC(=O)c2onc3c2CCCC3)c1	-6%	?	-15%	-6%	7%	0%	-8	44%[activator]	12%
Cn1cccc1/C=N/N1CCN(c2ccccc2)CC1	-7%	32µM*	-11%[11.4 µM]	-5%	8%	0%	1	?	50µM*
O=C(Cn1cnc2ccccc2c1=O)N1CCN(S(=O)(=O)c2ccc(F)cc2)CC1	4%	30%[12.7 µM]	-21%	8%	2%	1%	-1	36%	-3%
CC(C)CC1NC(=S)N(Cc2ccccc2)C1=O (stereo unspecified)	9%	-15%	4%	14%	2%	-1%	1	43%[activator]	5%
Cc1cccc(NC(=O)CSc2nc(N)cc(N)n2)c1	4%	-8%[59 µM]	4%	-5%	0%	0%	4	24%	-1%
CCOc1ccc(NC(=O)CSc2nc(C3CC3)nc3ccccc23)cc1	4%	.	-16%	0%	-8%	2%	5	16%	-7%
CS(=O)(=O)N(CC(=O)NC1CCCCC1)Cc1ccc(Cl)cc1	2%	22%[59 µM]	-2%	-1%	-5%	1%	2	11%	-16%
O=C(NCCC1=CCCCC1)c1ccc2c(c1)N(Cc1cccc(Cl)c1)C(=O)c1ccccc1S2=O (stereo unspecified)	8%	-34%[59 µM]	-3%	-15%	-5%	25%	8	4%	2%
Cc1cc(C)cc(OCC(=O)NCc2cc(C)nc3ccccc23)c1	.	31%[activator][12.7 µM]	-4%	0%	9%	-5%	-7	24%	-21%
C/C(=N\NC(=O)CNc1cccc(Cl)c1C)C1CC1	-10%	43%	-2%	1%	5%	0%	1	46%	-15%
COc1ccc(CCNC(=O)Cn2c(=O)n(Cc3ccco3)c(=O)c3ccc(Cl)cc32)cc1OC	i	?	-12%[11.4 µM]	-22%	0%	1%	4	58%[activator]	-12%
COc1ccc(-c2c(=O)n(OCc3ccccn3)c3ccccc3[n+]2[O-])cc1OC	-4%	?	-30%	-3%	12%	0%	-5	-7%	-4%
O=C(CN1CCC(C(=O)c2cccc(Cl)c2)CC1)Nc1cccc(C(=O)O)c1	9%	-44%	8%	10%	0%	-10%	3	21%	-2%
COc1ccc(N2CCN(c3nc(=S)n(-c4ccccc4)c(C)c3C(C)=O)CC2)cc1	-1%	-13%[59 µM]	-35%	38%[activator]	.	-1%	-2	1%	-9%
CC(=O)Nc1ccc(S(=O)(=O)NCCC(=O)Nc2ccc(C)c(F)c2)cc1	2%	-7%	-3%	-9%	14%	5%	0	14%	-14%
Nn1c(CSc2ccccn2)nc2ccccc2c1=O	7%	40µM*	-2%	13%	4%	-4%	-3	36%	5%
CN1CCN(CC(=O)Nc2sc3c(c2C(=O)Nc2ccccc2)CCCC3)CC1	4%	?	-2%	9%	0%	1%	-3	13%	-28%
O=C(c1cn(-c2ccccc2)nc1-c1cccs1)N1CCN(c2ccccn2)CC1	1%	1%[12.7 µM]	-27%	-21%	4%	9%	4	14%	-35%
CSc1ccc(CN2CCN(C(=O)CC(C)C)CC2)cc1	7%	-2%[0.501 µM]	20µM*	12%	1%	4%	1	?	79µM*
CN(C)CCn1c(=O)n(-c2ccc(F)cc2)c(=O)c2c3c(sc21)CCCCC3	-3%	-9%	-28%	-16%	-1%	-1%	-3	-24%	1%
O=C(N/N=C\c1ccccn1)c1cccc(C(=O)N/N=C\c2ccccn2)n1	-2%	.	-17%	0%	-5%	?	-2	22%	.
Cc1sc2ncnc(OCC(=O)N3CC(=O)Nc4ccccc43)c2c1C	-7%	12%[59 µM]	2%	-7%	-3%	5%	-1	40%[activator]	-15%
O=C(NCC1CCCN1S(=O)(=O)c1cccs1)c1cccc(F)c1 (stereo unspecified)	-11%	8%	-16%	-1%	6%	5%	1	31%[activator]	-18%
CN1/C(=C\C(=O)c2cccc([N+](=O)[O-])c2)Sc2ccccc21	-5%	-15%	?	9%	0%	-4%	1	-6%	-1%
O=C(Cc1cccc(NC(=O)C2CCN(C(=O)C3CCCC3)CC2)c1)Nc1cccc(C(=O)N2CCOCC2)c1	-3%	.	3%	-4%	-7%	8%	5	31%	.
CCOc1cc(NC(=O)c2ccco2)c(OCC)cc1NC(=O)c1cc(OC)c(OC)c(OC)c1	-2%	-24%[12.7 µM]	-9%	0%	-2%	2%	-5	16%	-19%
COc1ccc([N+](=O)[O-])cc1NC(=O)Nc1cccc(Cl)c1	3%	?	-10%	4%	.	5%	0	20%	-9%
Cc1nc2cccc(C(=O)NCc3ccccc3)c2o1	-4%	22%[2.33 µM]	-13%	9%	3%	-3%	3	48%[activator]	-5%
Cc1ccsc1C(=O)N1CCCC(C(=O)c2cc(F)ccc2F)C1 (stereo unspecified)	i	-4%	12%	1%	13%	6%	1	67%[activator]	3%
COc1cccc(/C=N/NC(=O)c2[nH]c(C)c(C(=O)N/N=C/c3cccc(OC)c3O)c2C)c1O	-4%	5%[12.7 µM]	?	21%	11%	?	-10	-11%	-9%
Cc1noc(C)c1S(=O)(=O)N(Cc1ccccc1)C(C)C	6%	9%	12%	-2%	5%	1%	-1	28%	8%
N#Cc1cccc(S(=O)(=O)NCC(=O)OCC(=O)NCc2ccccc2)c1	i	-5%[59 µM]	1%	-4%	-6%	0%	3	30%	7%
Cc1ccc(NC(=O)CC2Nc3cccc4cccc(c34)NC2=O)cc1 (stereo unspecified)	-3%	?	?	4%	1%	?	-24	-14%	-33%
COc1cccc(CNc2ccc(S(=O)(=O)N3CCCC3)cn2)c1	0%	.	-1%	-1%	4%	4%	0	45%[activator]	.
Cc1ccc(C)c(NC(=O)CN(CCc2ccccc2)S(=O)(=O)c2ccccc2)c1	0%	4%[59 µM]	9%	-4%	8%	?	1	31%	8%
COc1cc(C(=O)NCC(=O)N/N=C(/C)c2ccc3c(c2)CCCC3)cc(OC)c1OC	i	9%	-14%	1%	-11%	9%	1	36%[activator]	-13%
Cc1ccc(N2C(=O)C3C4C=CC(CNC(=S)N5CCN(c6ccccn6)CC5)(O4)C3C2=O)cc1 (stereo unspecified)	-11%	2.2µM*	?	2%	12%	14%	4	?	-1%
Cc1cc(C)c2oc(C(=O)Nc3c(C(=O)Nc4ccccc4)oc4ccccc34)cc(=O)c2c1	7%	-28%[59 µM]	-6%	1%	4%	-6%	3	19%	-2%
COc1cc(/C=C/C(=O)OCC(=O)NCCCc2ccccc2)ccc1O	0%	.	-1%	10%	18%	-6%	5	21%	.
O=c1/c(=C\c2cccn2-c2ccccc2)sc2nc3ccccc3n12	6%	?	-5%	13%	8%	-7%	5	22%	1%
O=C(COC(=O)C1=COCCO1)Nc1ccc2c(c1)OCO2	-4%	6%	2%[57.1 µM]	0%	3%	1%	0	57%[activator]	-6%
O=C(Nc1ccc(C(=O)O)cc1)/C(=C\C=C\c1ccccc1)NC(=O)c1ccc(Br)cc1	-9%	-8%	?	0%	11%	?	1	2%	?
CCOc1ccc(N(Cc2nnc3n2CCCCC3)C(=O)Nc2cccc(C)c2)cc1	i	-1%	-5%	-3%	-4%	0%	4	30%	.
COc1cccc(COC(=O)C2CCN(S(=O)(=O)c3ccc(Cl)cc3)CC2)c1OC	-4%	-3%[59 µM]	10%	4%	-2%	1%	-2	17%	7%

An excerpt from above in order of their number in G9a block, low to high:
SMILES	Tb PGK inh	G9a block	JMJD2A Tudor inh	GLS inh	ERG Ets-DNA blk	Pin1 inhibitor	PI4K2A inh	HP1b binding inh	BAZ2B block
O=C(Nc1ccc(C(=O)O)cc1)/C(=C\C=C\c1ccccc1)NC(=O)c1ccc(Br)cc1	-9%	-8%	?	0%	11%	?	1	2%	?
CCOc1ccc(N(Cc2nnc3n2CCCCC3)C(=O)Nc2cccc(C)c2)cc1	i	-1%	-5%	-3%	-4%	0%	4	30%	.
O=C(COC(=O)C1=COCCO1)Nc1ccc2c(c1)OCO2	-4%	6%	2%[57.1 µM]	0%	3%	1%	0	57%[activator]	-6%
